esBAF inh = Bmi1 luciferase reporter increase in mESCs, primary screen, esBAF inhibitor project, mouse ES cells, Bmi1 luciferase knock-in, single point; 24 h; 100% = twice the neutral-well signal; reporter increase, % at 12.5 µM; 2% of 350,000 active; AID 602393, 2012; in the data active = activation above about 40%;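 note: 0% = median of the plate's neutral control wells and 100% = double that signal; a rise in the Bmi1 reporter signal indicates esBAF inhibition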
XiGFP reactiv = activators of inactive X chromosome reactivation, primary screen, imaging, XiGFP fibroblasts, GFP high-content imaging, set 2; XiGFP mouse fibroblasts, % GFP-positive cells imaging, 3 d; cells co-treated with 5-aza-dC sensitizer; scaled so ellipticine positive control = 100%; activation, % at 7.58 µM; 0.055% of 360,000 active; AID 743238, 2013;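 active = mean normalized replicate activation at least 10% and every replicate at or above 10%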;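 note: 0% = median of on-plate neutral control wells and 100% = ellipticine 6 µM median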
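Assay system – SV40-immortalized XiGFP fibroblast cells, line 68-5-11 · Buffer or medium – DMEM supplemented with 5-aza-dC as sensitizing agent · Dosing – one concentration, pinned · Benchmarks – positive control ellipticine, 6 µM final · Times – 3 days compound exposure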
RAD54 inh = inhibitors of human RAD54 branch migration, primary screen, biochemical, fluorescence, single point; inhibition, % at 10.4 µM; 0.14% of 360,000 active; AID 602329, 2012; RAD54 Holliday junction branch migration, FAM/BHQ fluorescence;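 active = mean normalized replicate activity at least 40 and at least half of replicates scoring 40 or more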;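 note: 0% = median of neutral control wells and 100% = median of positive control wells; inhibitors cause a drop in the FAM fluorescence signal; in these data hits start at about 50%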
Target sequence (Q92698 whole entry, looked up): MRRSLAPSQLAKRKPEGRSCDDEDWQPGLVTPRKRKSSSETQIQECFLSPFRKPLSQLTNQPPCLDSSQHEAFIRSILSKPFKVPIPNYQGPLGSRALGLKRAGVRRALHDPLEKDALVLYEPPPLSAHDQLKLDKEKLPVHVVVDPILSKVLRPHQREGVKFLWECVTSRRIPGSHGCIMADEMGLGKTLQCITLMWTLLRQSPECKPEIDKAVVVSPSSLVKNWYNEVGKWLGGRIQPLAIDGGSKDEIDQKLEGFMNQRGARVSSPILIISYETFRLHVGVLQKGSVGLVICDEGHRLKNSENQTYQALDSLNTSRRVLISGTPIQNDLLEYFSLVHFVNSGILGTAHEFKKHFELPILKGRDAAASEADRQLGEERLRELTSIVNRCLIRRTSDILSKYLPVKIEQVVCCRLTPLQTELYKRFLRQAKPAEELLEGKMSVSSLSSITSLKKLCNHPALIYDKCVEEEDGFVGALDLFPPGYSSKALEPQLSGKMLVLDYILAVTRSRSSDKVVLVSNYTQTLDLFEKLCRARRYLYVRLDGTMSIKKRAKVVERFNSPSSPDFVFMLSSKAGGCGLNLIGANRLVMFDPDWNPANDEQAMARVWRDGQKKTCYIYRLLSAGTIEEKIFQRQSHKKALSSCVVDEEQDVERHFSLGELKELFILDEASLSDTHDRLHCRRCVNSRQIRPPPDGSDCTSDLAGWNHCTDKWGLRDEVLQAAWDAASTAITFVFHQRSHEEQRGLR
FN deposit inh = inhibitors of fibronectin matrix deposition, primary screen, AH1F cells, Alexa488-fibronectin fluorescence, plate reader; AH1F fibroblasts, overnight; inhibition, % at 12.6 µM; 0.086% of 350,000 active; AID 743247, 2014;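 active = mean inhibition across replicates of 30% or more, regardless of how many single replicates reach that level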;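 note: positive control wells lacked labelled fibronectin entirely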
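Assay system: AH1F fibroblasts / Quantity: 10000 cells per well / Medium: DMEM plus 2% serum, read in PBS / Reagent: labelled fibronectin 24 nM / Dosing: single dose, pinned / Times: 1 h cell attachment, overnight exposure to compound and label / Signal: fluorescence, ex 485 nm, em 525 nm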
E-selectin induc = E-selectin induction in HUVECs, primary screen, imaging, HUVEC, immunofluorescence imaging, single point; activation, % at 7.58 µM; 0.37% of 260,000 active; normalized: neutral wells 0, TNF-alpha wells 100; P16581;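 active = mean E-selectin-positive cell signal at least 10% of the positive control, reached in at least 60% of replicates, without over 20% cell loss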;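 note: in these data hits start at about 27%; measured in HUVEC primary endothelial cells; signal is the percent of cells scored E-selectin positive by PE staining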
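Read-out: % PE-positive cells | Test system: HUVEC | Doses: One compound dose added by pin transfer | Buffer or medium: EGM-2 over gelatin coat | Signal: Immunofluorescence imaging | Benchmarks: TNF-alpha, DMSO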
S100A4 inh HTS = inhibitors of S100A4-myosin IIA peptide binding, primary screen, biochemical, fluorescence polarization, TAMRA-MyoIIA peptide | Protein S100-A4 (Homo sapiens), P26447 | inhibition, % at 10.7 µM | 0.14% of 360,000 active | AID 652163, 2013;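 active = mean inhibition of at least 70% across replicates, with every replicate also reaching that level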
Target sequence (P26447 whole entry, looked up): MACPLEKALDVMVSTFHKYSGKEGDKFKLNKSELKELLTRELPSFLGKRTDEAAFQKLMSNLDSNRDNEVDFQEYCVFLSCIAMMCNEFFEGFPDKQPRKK
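Material: S100A4 monomer protein | Medium: HEPES pH 7.2 with CaCl2, KCl, NaCl, DTT, Triton | Reagent: Labelled myosin peptide probe, 5 nM | Doses: One dose per compound | Times: 5 min incubation before reading | Benchmarks: Neutral control DMSO, positive control TFP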
RAD52 inh = RAD52 DNA annealing inhibitors, primary screen, biochemical, FRET, single point, set 2; DNA repair protein RAD52 homolog (Homo sapiens), P43351; inhibition, % at 18.7 µM; AID 651710, 2012; recombinant RAD52 DNA annealing, FRET fluorescence; 0.46% of 360,000 active;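 active = every replicate showing at least 50% inhibition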
EWS-Fli block = EWS/Fli-driven NR0B1 reporter inhibitors, primary screen, A673 cells, NR0B1 luciferase, luminescence, MLPCN library. viability-normalised. 0.67% of 350,000 active. inhibition, % at 12.6 µM. AID 651661, 2012;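 active = mean inhibition of at least 50% after viability correction, with every replicate also passing that limit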;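 note: firefly luciferase signal divided by Alamar Blue viability fluorescence both relative to DMSO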
Active calls of the source: *; nt = not tested or not shown.

Values run as follows: esBAF inh, XiGFP reactiv, RAD54 inh, FN deposit inh, E-selectin induc, S100A4 inh HTS, RAD52 inh, EWS-Fli block
Cc1nc2ccccc2c(=O)n1/N=C/c1ccccc1O
  nt, 1.5, -0.5, -6.5, 4.4, -10.1, -10.2, -84.6
CCOC(=O)C(C)n1cnc2c(nnn2-c2cccc(OC)c2)c1=O (stereo not given)
  25.3, 0.0, -2.1, -3.6, 0.1, -9.3, -4.2, -24.3
CCCn1c(=N)c(S(=O)(=O)c2ccc(F)cc2)cc2c(=O)n3ccccc3nc21
  6.8, 0.3, -4.3, -23.7, nt, 2.9, -10.7, -12.8
O=C(Nc1ccccc1)[C@H]1[C@H](CO)[C@H]2Cn3c(cccc3=O)[C@@H]1N2C(=O)c1ccccc1
  -0.3, 0.0, 0.8, nt, 0.0, 5.6, 6.1, 7.3
COc1ccc(N2CCN(C(=O)CCc3nnc4ccc(N5CCC(C)CC5)nn34)CC2)cc1
  1.7, 0.2, -4.0, 4.4, nt, -3.0, -9.8, nt
CCOn1c(=O)c(-c2ccc(F)cc2)[n+]([O-])c2ccccc21
  0.3, 0.0, -32.1, 10.0, 0.1, 0.0, -5.7, -4.9
O=C(O)c1cccc(-c2ccc(/C=N/Nc3nn[nH]n3)o2)c1
  nt, 0.0, nt, nt, nt, 17.7, -20.9, -12.6
O=C(N=C1SC2CS(=O)(=O)CC2N1c1ccccc1)c1ccccc1 (stereo not given)
  nt, -0.1, 3.9, -9.9, -0.3, 1.6, -3.0, -1.8
COc1cc(C(=O)NCCNC(=O)C2CCCNC2=O)cc(OC)c1OC (stereo not given)
  nt, 0.1, nt, 3.5, nt, 4.5, 6.5, 2.1
COCC#Cc1cnc2c(c1)C(=O)N([C@H](C)CO)C[C@@H](C)[C@H](CN(C)C(=O)Cc1cccnc1)O2
  -1.8, 0.9, 3.2, nt, 0.0, -3.6, -7.3, -7.1
C[C@@H]1CCCCO[C@@H](CN(C)Cc2ccc(C(F)(F)F)cc2)[C@H](C)CN([C@@H](C)CO)C(=O)c2cc(NS(=O)(=O)c3cccs3)ccc2O1
  8.8, -0.5, 3.5, nt, -0.3, -5.5, -17.7, 11.6
CC1CC(C)CN(S(=O)(=O)CC23CCC(CC2=O)C3(C)C)C1 (stereo not given)
  -2.8, 0.4, -18.7, -3.6, -0.3, 0.9, -13.4, -3.4
Cc1cc(C(=O)NNC(=O)c2ccccc2O)c(C)o1
  18.1, -0.1, 4.8, -1.8, nt, 2.1, -22.4, -7.4
O=C(N[C@H]1C=C[C@@H](CC(=O)N2CCOCC2)O[C@H]1CO)c1ccc2c(c1)OCO2
  0.9, 0.0, -1.9, nt, 0.0, -0.3, -1.5, -5.6
Cc1ccc(-c2csc3nc(SCC(=O)N(C)C)n(Cc4ccccc4)c(=O)c23)cc1
  nt, -0.1, 11.1, -3.4, 0.0, nt, nt, nt
NC(=O)C1(C(=O)O)OC1(c1ccc(Cl)cc1)c1ccccc1Cl (stereo not given)
  0.5, 0.0, -3.4, 8.5, -0.2, -0.8, -2.7, 2.1
CCOC(=O)C1(Cc2cccc(OC)c2)CCN(Cc2cccc3cnccc23)CC1
  nt, 0.3, nt, 1.6, nt, -1.2, -6.3, -5.3
Cc1noc(C)c1S(=O)(=O)N(C)C[C@@H]1Oc2ccc(NS(=O)(=O)c3cccs3)cc2CC(=O)N([C@@H](C)CO)C[C@H]1C
  3.8, -0.9, 1.1, nt, -0.4, 4.3, -5.6, -7.0
COC(=O)Nc1nnc(-c2ccccc2OC)s1
  nt, 0.1, nt, -8.0, 0.1, 27.2, -7.4, -73.2
C[n+]1ccn(CC(=O)c2cccs2)c1
  -4.6, 0.0, -3.2, -6.9, 1.6, -2.8, -8.8, 8.1
COC(=O)/C=C/c1cc(F)ccc1S(=O)(=O)NC(C)(C)C
  3.8, -0.1, -12.7, 4.4, 0.0, 0.9, -2.5, 0.1
CN(C)C(=O)C[C@H]1C[C@H]2c3cc(NC(=O)Nc4ccccc4F)ccc3O[C@H]2[C@H](CO)O1
  2.9, 0.5, 3.4, -8.8, 0.6, 4.6, -13.7, 0.0
CCSc1nnc2ccc(-c3ccco3)nn12
  nt, -0.2, nt, -11.9, nt, -0.9, -7.1, -7.7
CCOc1ccc(N(CC(=O)NCCc2ccccc2)C(=O)c2csnn2)cc1
  8.1, -0.1, -10.0, 5.9, nt, 17.8, -2.2, -9.6
O=C(CSc1nnc(-c2ccco2)o1)c1ccccc1Cl
  nt, 0.3, nt, 4.6, -0.5, -7.7, -6.5, -30.8
C[C@@H]1CN([C@@H](C)CO)C(=O)c2cc(NC(=O)CCC(F)(F)F)ccc2O[C@@H](C)CCCCO[C@H]1CN(C)S(=O)(=O)c1cccs1
  -3.7, 0.1, -3.9, nt, -0.1, -9.3, -37.2, 2.4
COc1cccc(NC(=O)NC2CC(=O)N(c3ccc4c(c3)OCCO4)C2)c1 (stereo not given)
  -11.1, 0.2, -9.3, 0.5, -0.2, 4.2, -8.8, -5.3
CC(C)C(OC(=O)c1cccs1)C(=O)NCCc1ccccc1 (stereo not given)
  3.6, -0.1, 8.2, -4.2, 0.1, 3.8, -8.2, -1.6
CC(C)c1ccc(-n2cccc2/C=C2/C(=N)N3C=CSC3=NC2=O)cc1
  nt, 0.0, -0.1, 0.7, nt, -3.1, -96.0, -7.4
O=C(NCc1ccccc1)c1cc(C2COCCN2C(=O)c2ccc(Cl)cc2)on1 (stereo not given)
  4.1, 0.0, -2.5, 8.6, 0.2, 1.9, 2.6, 8.8
C[C@@H]1CN([C@@H](C)CO)C(=O)c2cc(NC(=O)NC3CCCCC3)ccc2O[C@H]1CN(C)S(C)(=O)=O
  0.3, 0.3, 5.4, -2.6, 0.0, 4.0, 12.1, 6.1
CCOCCCNC(=S)N1CCN(c2nc(-c3ccc(F)cc3)cs2)CC1
  0.8, 0.2, -1.3, 5.9, nt, -2.5, -0.7, 11.6
CCN1C(=O)[C@H]2[C@@H](c3ccc(-c4ccc(Cl)c(Cl)c4)c(OC)c3)N3CCCC[C@@]3(C(=O)OC)[C@H]2C1=O
  0.2, -0.5, -9.5, -4.1, -0.1, -2.6, -7.2, 8.0
O=S(=O)(Nc1cccc(S(=O)(=O)N2CCCC2)c1)c1ccc(Cl)s1
  -1.5, 0.1, -4.2, -1.2, 2.0, 3.5, -11.6, -0.8
CCNC(=O)[C@@H]1[C@@H](CO)[C@@H]2Cn3c(cccc3=O)[C@H]1N2C(=O)C1CCC1
  -1.1, 0.0, 6.4, nt, -0.9, 15.8, -1.6, 3.1
Cc1ccc(F)cc1NC(=O)CSc1n[nH]c(N)n1
  11.2, 0.0, -14.4, 1.1, nt, 3.6, -5.4, -2.6
N#Cc1ccc(C23CC4(C2)[C@H](CN(Cc2ccc(-c5ccccc5)cc2)[C@@H]4c2ccccc2)C3c2ccccc2)cc1 (stereo not given in full)
  10.2, -0.1, 7.6, -10.8, 0.1, -4.7, -53.5, 8.1
CC(=O)c1cccc(OCC(O)CNCC2CCCCC2)c1 (stereo not given)
  -0.9, -0.1, 0.0, 11.8, nt, -3.0, -6.5, 7.6
Cc1cccc(C(=O)OCC(=O)Nc2c(C)n(C)n(-c3ccccc3)c2=O)c1O
  -3.0, -0.1, 4.3, 8.1, -0.7, 0.2, -17.2, 0.0
CC(/C=C/c1ccco1)=N/NC(=O)OC(C)(C)C
  nt, 0.1, nt, -9.4, nt, -9.3, -23.2, -2.6
C=CCc1c(Cl)nc(C)nc1NCc1ccccc1
  -9.9, 0.1, -0.9, 2.6, nt, -18.2, -2.8, 11.4
O=C(CCNC(=O)N1CC(=O)Nc2ccccc21)NCCc1ccc(Cl)cc1
  -7.0, 0.2, -2.4, -21.2, -0.2, -1.2, -15.6, 2.9
CC(C)C[C@@H]1COc2cccc(N3CCN(Cc4ccccc4F)CC3)c2S(=O)(=O)N1
  nt, 0.1, nt, -1.5, 0.2, -7.3, -33.8, 10.1
CC1CN(S(=O)(=O)c2cccc(C(=O)Nc3ccc(N4CCCCC4)cc3)c2)CC(C)O1 (stereo not given)
  -2.3, 0.0, -2.8, 14.2, 0.3, -9.3, -36.7, -8.3
CCn1cc(C(=O)N2CCn3c(nc4ccccc43)C2)c(=O)c2ccc(C)nc21
  -3.1, 0.2, 5.4, nt, 0.2, -5.2, -18.5, 1.1

Just RAD52 inh, EWS-Fli block and XiGFP reactiv, for 2 of the compounds above:
molecule | RAD52 inh | EWS-Fli block | XiGFP reactiv
C[C@@H]1CN([C@@H](C)CO)C(=O)c2cc(NC(=O)NC3CCCCC3)ccc2O[C@H]1CN(C)S(C)(=O)=O | 12.1 | 6.1 | 0.3
CCOCCCNC(=S)N1CCN(c2nc(-c3ccc(F)cc3)cs2)CC1 | -0.7 | 11.6 | 0.2

The main list resumes; the 2 compounds before the break are reprinted first.
Values run as follows: esBAF inh, XiGFP reactiv, RAD54 inh, FN deposit inh, E-selectin induc, S100A4 inh HTS, RAD52 inh, EWS-Fli block
CC1CN(S(=O)(=O)c2cccc(C(=O)Nc3ccc(N4CCCCC4)cc3)c2)CC(C)O1 (stereo not given)
  -2.3, 0.0, -2.8, 14.2, 0.3, -9.3, -36.7, -8.3
CCn1cc(C(=O)N2CCn3c(nc4ccccc43)C2)c(=O)c2ccc(C)nc21
  -3.1, 0.2, 5.4, nt, 0.2, -5.2, -18.5, 1.1
COc1ccc(CN(C)C[C@H]2Oc3ccc(NS(=O)(=O)c4c(C)noc4C)cc3C(=O)N([C@H](C)CO)C[C@@H]2C)cc1
  -3.0, 0.0, -1.7, nt, 19.3, -31.5, -2.2, 0.4
CCC(CC)NC(=O)COn1nnc2ccc(S(=O)(=O)N3CCOCC3)cc21
  -0.7, 0.2, -7.4, -5.7, 0.9, 44.8, -5.3, 1.4
O=C(CCc1nnc(-c2ccc(-c3ccccc3)cc2)o1)NCCc1ccccn1
  nt, 0.2, nt, 0.8, 3.7, 0.9, -25.5, 49.0
COc1cc(OC)nc(Oc2ccc(N)c(C)c2)n1
  -1.9, 0.0, 8.6, 1.7, 0.0, -2.8, -5.3, -2.9
CC(C)(C)OC(=O)N1CCC2(CC1)Oc1ccc(Cl)cc1C(=O)C21CC(c2ccc(Cl)cc2)=NO1 (stereo not given)
  -6.3, -0.2, -5.6, -6.0, -0.2, 0.4, -10.5, -2.6
O=C(NCCC(=O)N1CCN(S(=O)(=O)c2ccc(F)cc2)CC1)Nc1ccccc1
  -7.6, 0.0, 0.9, 14.6, 0.6, -6.8, -3.7, 9.6
CCN(CC)c1ccc(C(=O)N/N=C(\C)c2cccnc2)cc1
  nt, 0.7, nt, -8.0, 7.6, -36.7, -17.2, 1.0
NNC(=O)c1nc[nH]c1C(=O)Nc1ccccc1
  -3.1, 0.0, 5.5, -4.7, nt, -3.3, -5.7, 4.8
Oc1ccc(C(=Nc2ccccc2)c2ccccc2)c(O)c1
  3.1, -0.1, -1.5, 0.8, 0.1, -4.1, -32.9, 10.4
COc1ccc2c(c1)OC[C@H]1[C@H]2N2C(=O)CN(Cc3ccccc3)C(=O)[C@@]2(C)[C@H]1c1ccccc1
  0.8, -0.1, -8.2, 2.1, 1.4, 8.6, -10.1, -4.4

From PubChem BioAssay
